Lipid storage S3: qHTS Assay for Lipid Storage Modulators in Drosophila S3 Cells; Drosophila S3 cells, BODIPY lipid droplet fluorescence, 18-24 h; cells fed with added oleic acid; lipid storage change, negative = inhibition, % at the top dose, mostly 46.1 µM; hits show Potency in µM; 320,000 compounds, 0.64% hits; active = well fitted inhibition curve with a large enough effect in the signal ratio, with a control signal flat, not every such curve was filed as active; inconclusive = small, poorly fitted or top-dose-only effect, or effect the other way, or a change in a side signal; the % refers to the signal ratio
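Laser-scanning cytometry quantifies lipid droplet accumulation (500–530 nm total intensity; droplet/cell object ratio) in oleic acid-fed (400 uM added) Drosophila S3 cells treated with a concentration series. 20 uM Triacsin C defined 100% inhibition.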
Lipid storage S3 cell count max: further read-out of Lipid storage S3, marked with its call; cell number change, %; measured here: cell count max response;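 cells counted by Cell Tracker Red CMTPX staining in the red channel; peak over a dose series mostly up to 46.1 µM; percent activity relative to internal control wells on each plate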
An asterisk follows results filed as active; i = inactive; ? = inconclusive; · = not tested or not shown; [ ] = another dose, or the depositor's remark. % is set by controls: 0 for no effect and ±100 for the full control effect; potency is the fitted concentration of half-maximal effect. Not all compounds are listed; rates above refer to the full screens.

Values in the order: Lipid storage S3 | Lipid storage S3 cell count max
- CN1CCN(CC(=O)Nc2c(C#N)cnn2-c2ccccc2)CC1
 : 4.2% | 4.9
- NC(N)=NC(=O)c1nc(Cl)c(N)nc1N
 : -1.9% | -8.6
- CC1(C)C(C=C(Cl)Cl)C1C(=O)N(Cc1ccc(Cl)cc1)C1CCS(=O)(=O)C1 (stereo not given)
 : 8.2µM* | -12.0*
- O=C(c1cccs1)n1cc(C(=S)N2CCOCC2)c2ccccc21
 : 12.7% | ·
- O=C(Nc1cccc(S(=O)(=O)N2CCOCC2)c1)c1ccco1
 : i | ·
- Cc1cccc2c(=O)c(-c3ccc(Cl)cc3)c(NC(=O)c3ccco3)oc12
 : ? | ·
- CCC(=O)c1c[nH]c(C(=O)NCC2CCCO2)c1 (stereo not given)
 : ? | ·
- COc1cc(/C=C(\C#N)c2[nH]nc(N)c2C#N)cc(OC)c1O
 : ? | ·
- N#Cc1c(-c2ccccc2)nc(N2CCOCC2)[nH]c1=O
 : ? | ·
- CCOC(=O)c1ccc(NC(=O)N2C3CCCC2CC(NC(C)=O)C3)cc1 (stereo not given)
 : ? | ·
- CCOc1ccc2c(c1)-c1c(ssc1=S)C(C)(C)N2C(=O)CSC1=NCCS1
 : ? | ·
- CCCc1nc(NC(C)=O)c(C#N)c(-c2ccco2)c1CC
 : ? | ·
- CC(=O)Nc1ccc(S(=O)(=O)NCCC(=O)N2CCN(C(c3ccccc3)c3ccccc3)CC2)cc1
 : ? | ·
- O=C(/C=C/c1ccc(Cl)cc1)Nc1ccc(S(=O)(=O)Nc2ncccn2)cc1
 : ? | ·
- O=C(Nc1ccncc1)OCc1ccccc1
 : i | -15.0
- N#CCN1CCN(CCC(=O)Nc2ccc(OCc3ccccc3)cc2)CC1
 : i | ·
- O=C(NC1CCCCC1)c1ccc2[nH]c(=O)c(=O)[nH]c2c1
 : ? | ·
- CC(C)n1c(O)c(/C=C2\C=NN=C2c2ccccc2)sc1=S
 : ? | ·
- Cc1ccc(C)c(-c2cc(C(=O)Nc3nccs3)c3ccccc3n2)c1
 : -3.6% | -2.0
- COc1ccc(/C(N)=N/OC(=O)Cc2ccccc2OC)cc1
 : -8.2% | -3.1
- Cc1ccc(N(CC(=O)NC(C)(C)C)C(=O)CNC(=O)c2cccs2)c(C)c1
 : -14.2% | -2.8
- COc1ccc(-n2c(SCC(=O)Nc3cc(C)on3)nc3c([nH]c4ccccc43)c2=O)cc1OC
 : ? | ·
- Cc1ccc2nc(SCc3nc4c(cnn4-c4ccccc4)c(=O)[nH]3)[nH]c2c1
 : ? | ·
- CCCC(=O)Nc1ccc(C(=O)NCC2CCCO2)cc1 (stereo not given)
 : ? | ·
- CC1(C2CC(C(F)(F)F)n3nc(C(=O)O)cc3N2)CC1 (stereo not given)
 : ? | ·
- COc1cccc(CNCCc2c[nH]c3ccccc23)c1OCc1ccccc1F
 : ? | ·
- CC(=O)N/C(=C/c1ccc([N+](=O)[O-])cc1)C(=O)O
 : ? | ·
- O=C(CN1C(=O)NC2(CCCCCCC2)C1=O)NC1CCCc2ccccc21 (stereo not given)
 : 1.4% | -0.1
- COc1ccc2nc(SCC(=O)Nc3ccc(S(=O)(=O)Nc4nccc(C)n4)cc3)[nH]c2c1
 : -13.7% | ·
- CC(C)(C)NC(=O)CSc1nnc(CN2CCCCCC2=O)n1-c1ccccn1
 : 2.8% | 8.0
- O=C(CN1C(=O)NC2(CCCC2)C1=O)NNC(=O)c1ccc(F)cc1
 : ? | ·
- CN(C)C(CNC(=O)c1ccc(S(=O)(=O)Nc2ccccc2F)cc1)c1ccco1 (stereo not given)
 : ? | ·
- COC(=O)c1c(NC(=O)CC2Sc3ccc(C(F)(F)F)cc3NC2=O)sc(C)c1C (stereo not given)
 : -26.8% | -4.0
- Cc1c(C(=O)NCc2cccnc2)oc2ccc(S(=O)(=O)N3CCCCCC3)cc12
 : i | ·
- N#Cc1ccc(NC(=O)COC(=O)C2=COCCO2)cc1
 : 5.5% | 0.0
- CN1CCN(CC(=O)N(C)c2nc(-c3ccccc3)cs2)CC1
 : ? | ·
- CC(C)CC(=O)OCC(=O)Nc1ccccc1Sc1ccccc1
 : ? | ·
- Cc1ccc(N2CC(C(=O)Nc3ccccc3OC(F)F)CC2=O)cc1 (stereo not given)
 : 2.2% | -1.3
- Cc1ccc(C)c(NC(=O)COc2coc(CN3CCc4ccccc4C3)cc2=O)c1
 : 6.51µM* | -25.7*
- CC(C)NC(=O)C1CCCN(S(C)(=O)=O)C1 (stereo not given)
 : ? | ·
- CSc1ccc(CCNC(=O)c2ccc(CS(=O)Cc3ccccc3Cl)o2)cc1 (stereo not given)
 : -100.0% | -35.0
- CC(C)CCn1c(=S)[nH]c2ncccc2c1=O
 : i | ·
- Cc1ccc(-c2[nH]c3cc(C(N)=O)ccc3c(=O)c2O)cc1
 : -1.6% | 23.2
- COc1ccc(CCNC(=O)COC(=O)c2cc(OC)c(OC)cc2OC)cc1
 : ? | ·
- Cc1ccccc1NC(=O)Nc1ccccc1Br
 : ? | ·
- COc1cccc(CC2(CO)CCCN(Cc3[nH]c4ccc(C)cc4c3C)C2)c1 (stereo not given)
 : ? | ·
- CCOc1cc(/C=C2\C(=N)N3N=CSC3=NC2=O)ccc1OS(=O)(=O)c1ccccc1
 : ? | ·
- Cc1ncc(CO)c2c1OC(C)(C)OC2
 : ? | ·
- Cc1cc(OC(=O)c2ccccc2)c([N+](=O)[O-])c(=O)[nH]1
 : 3.4% | 13.4
- CCOC(=O)c1sc(NC(=O)c2cccc(S(=O)(=O)N3CCc4ccccc43)c2)c(C#N)c1C
 : -21.6% | -12.1
- CCn1c(C)nc2cc(C(=O)NNC(=S)Nc3ccccc3Cl)ccc21
 : 3.4% | 4.0
- C=CCNc1nc2c(c(=O)[nH]c(=O)n2C)n1CCOc1ccccc1
 : ? | ·
- Cc1noc(C(=O)Nc2ccc(F)c(Cl)c2)c1Cl
 : ? | ·
- CCOC(=O)Nc1ccc2c(c1)N(C(=O)CN)c1ccccc1CC2
 : ? | ·
- COC(=O)/C(=C\Nc1ccc(Cl)cc1Cl)NC(=O)c1ccc(Cl)cc1Cl
 : ? | ·
- CCCc1cc(=O)[nH]c(SCC(=O)NC2CCCCC2)n1
 : ? | ·
- COc1ccc(S(=O)(=O)N2CCN(C)CC2)cn1
 : -13.2% | -3.6
- COCc1cc(/C=N\NC(=O)COc2ccccc2)ccc1OC
 : ? | ·
- Cc1cc(=O)oc2cc3c(cc12)OCCN3
 : 0.0% | 2.0
- COc1cccc(-c2nc(N3CCC(C)CC3)c3ccccc3n2)c1O
 : ? | ·

Profiles from above:
`Cc1cc(OC(=O)c2ccccc2)c([N+](=O)[O-])c(=O)[nH]1` reads Lipid storage S3 = 3.4%; Lipid storage S3 cell count max = 13.4
`CCOC(=O)Nc1ccc2c(c1)N(C(=O)CN)c1ccccc1CC2` reads Lipid storage S3 = ?; Lipid storage S3 cell count max = ·

(list continues)
Values in the order: Lipid storage S3 | Lipid storage S3 cell count max
- COn1c(=O)c(-c2ccc(Cl)cc2)[n+]([O-])c2ccccc21
 : ? | ·
- CCC(=O)c1ccc(OCC(=O)c2ccc3c(c2)NC(=O)CO3)cc1
 : 3.9% | 27.6
- CCOC(=O)c1c(/N=C/c2ccc(C)cc2O)sc2c1CCC2
 : -1.0% | -19.8
- Cc1ccc(NC(=S)NN2CCN(C)CC2)c(C)c1
 : ? | ·
- CCn1c(Sc2ccc([N+](=O)[O-])cn2)nnc1-c1ccco1
 : ? | ·
- Cc1ccc(OCC(=O)N(Cc2ccc(N(C)C)cc2)C2CCS(=O)(=O)C2)cc1 (stereo not given)
 : ? | ·
- COCCn1c(N)c(N(Cc2ccccc2)C(=O)Cc2ccccc2F)c(=O)[nH]c1=O
 : 4.9% | -1.6
- CC(C)C(C(=O)N1CCN(C(=O)OC(C)(C)C)CC1)n1cc(-c2cn([C@@H](C)C(=O)N3CCN(C(=O)OC(C)(C)C)CC3)nn2)nn1 (stereo not given in full)
 : ? | ·
- COc1cccc(/C=N/NC(=O)COc2cccc3cccnc23)c1O
 : ? | ·
- Cc1cc(C)cc(OCC(=O)Nc2cccc(C(=O)O)c2)c1
 : ? | ·
- Cc1cccc(NC(=O)CCOc2ccccc2)c1C
 : i | -23.8
- Cc1ccc(C)c(-n2c(SCC(=O)Nc3nonc3C)nnc2-c2ccoc2C)c1
 : ? | ·
- COc1cc(NC(=O)Cn2c(-c3cncs3)nc3ccccc32)cc(OC)c1OC
 : ? | ·
- CCOC(=O)C1CCCN(C(=S)Nc2ccc(F)cc2)C1 (stereo not given)
 : -5.8% | 8.3
- COCC1CCN(C(=O)c2cc(COc3ccc(F)cc3F)on2)C1 (stereo not given)
 : -1.0% | ·
- O=C(Nc1ccccc1)Nc1nnc(Cc2ccc([N+](=O)[O-])cc2)s1
 : ? | ·
- Cc1cc(C)c(C#N)c(SCC(=O)N(CC(C)C)C2CCS(=O)(=O)C2)n1 (stereo not given)
 : ? | ·
- CCNC(=S)NN=C1c2ccccc2-c2ccccc21
 : ? | ·
- COc1cc(OC)cc(C(=O)NCC2CCCN(C(=O)c3csc(C)n3)C2)c1 (stereo not given)
 : ? | ·
- COc1ccc(S(=O)(=O)N(CC(=O)Nc2cccnc2)c2ccccc2OC)cc1
 : i | ·
- O=C1C2C3C=CC(CC3)C2C(=O)N1/N=C/c1ccc(O)cc1 (stereo not given)
 : 6.7% | 11.2
- CC1Cc2ccccc2N1C(=O)CCN1C(=O)C2C3C=CC(C3)C2C1=O (stereo not given)
 : -16.8% | -6.7
- CCCNS(=O)(=O)c1ccc(CCC(=O)NCC2CCCO2)cc1 (stereo not given)
 : 4.0% | 6.2
- COC(=O)Cc1ccc(NC(=S)Nc2ccc(N3CCOCC3)cc2)cc1
 : ? | ·
- O=c1ccc(-c2ccccc2)n[nH]1
 : ? | ·
- Cc1c(C(=O)NNc2cc(=O)n(C)c(=O)n2C)cccc1[N+](=O)[O-]
 : 0.1% | 3.2
- O=C(CN1C(=O)CCC1=O)Nc1ccc(S(=O)(=O)N2CCOCC2)cc1
 : 5.4% | 8.8
- Clc1ccc2c(c1)C(c1cccs1)=NNC(c1cccnc1)=N2
 : -18.8% | -0.4
- CC(C(=O)O)N1C(=O)CSc2ncccc21 (stereo not given)
 : ? | ·
- CCOc1ccc(-c2nc(-c3cccnc3)no2)cc1OCC
 : ? | ·
- Cc1ccc(-c2noc(C3CCCN(S(=O)(=O)c4ccc(S(=O)(=O)N(C)C)cc4)C3)n2)o1 (stereo not given)
 : ? | ·
- COc1ccc(/C=C2\OC(=O)c3c(OC)cccc32)cc1OC
 : 10.9% | -15.7
- Cc1ccc(NC(=O)NC2CC(=O)N(c3ccc4c(c3)OCCO4)C2)cc1 (stereo not given)
 : ? | ·
- COc1cc2c(C(=O)NCc3ccc4c(c3)OCO4)cn(CC(C)C)c(=O)c2cc1OC
 : ? | ·
- O=C(Nc1ccc(Cl)cn1)C1CC1
 : ? | ·
- CCOC(=O)N1CCN(Cc2nc(N)nc(Nc3ccc(Oc4ccccc4)cc3)n2)CC1
 : ? | ·
- CN(C)c1ccc(/C=N/NC(=O)C(O)c2ccc(Br)cc2)cc1 (stereo not given)
 : 1.9% | -2.5
- COc1ccc(-c2nc(CS(=O)CC(=O)NC3CCCC3)c(C)o2)cc1OC (stereo not given)
 : i | ·
- O=C1C=C(c2ccccc2)OC(=O)C1C(=O)c1ccccc1 (stereo not given)
 : ? | 7.2
- CC(=O)Nc1ccc(SCc2ncc(-c3ccccc3)o2)cc1
 : i | -7.1
- COc1ccc2ccccc2c1/C=N/NC(=O)c1ccc(C)nc1
 : ? | ·
- O=c1cc(NS(=O)(=O)c2ccccc2)nc(SCc2c(Cl)cccc2Cl)[nH]1
 : 15.1% | 7.5
- CCc1cc2c(SCc3ccc(C(=O)OC)o3)ncnc2s1
 : i | 18.3
- CC(C)n1ncc2c(C(=O)NCc3cccnc3)cc(C3CC3)nc21
 : ? | ·
- Cc1ccnc2nc(NC(=O)c3ccco3)nn12
 : 16.5% | 11.6
- O=C(c1ccc(-c2cccc(Cl)c2Cl)o1)N1CCOCC1
 : ? | ·
- C[C@H](NC(=O)[C@@H]1Cc2ccccc2CN1)C(=O)NCC1CCCO1 (stereo not given in full)
 : 9.6% | 6.1
- CCOC(=O)c1cnc(-n2nc(C)cc2C)nc1-n1nc(C)cc1C
 : ? | ·
- Cc1cc(Cl)ccc1NC(=O)C(=O)N/N=C/c1ccc2c(c1)OCO2
 : ? | ·
- Cc1ccc(OCC(=O)NN2C(=O)c3ccccc3C2=O)cc1
 : -20.0%[9.22 µM] | -17.5
- CCOCCCn1c(SCC(=O)Nc2cccc(OC)c2)nc2ccccc2c1=O
 : ? | ·
- Cc1ccccc1NC(=O)CSc1nc2c(c(-c3ccco3)c1C#N)CCCC2
 : 7.8% | -3.3
- COc1ccc(CSc2nc(CSC)cc(N3CCOCC3)n2)cc1
 : i | 9.7
- CC(C)n1c(Nc2ccccc2)nc2ccccc21
 : 10.3% | 0.4
- CCOc1ccc(-n2nnc3c(=O)n(C/C=C/c4ccccc4)cnc32)cc1
 : i | 28.2
- COC(=O)COc1ccc(S(=O)(=O)N2CCN(c3ccccc3F)CC2)cc1
 : -9.3% | -2.4
- CSc1nc(N(CCO)CCO)c2sc3nc(-c4ccco4)c4c(c3c2n1)CCC4
 : i | ·
- Cc1cccc(C(=O)N2CCC(c3nc(-c4ccc(S(=O)(=O)N5CCOCC5)cc4)no3)CC2)c1
 : 18.2% | -7.6
- COC(=O)c1ccc(CN2CCN(CCc3ccccc3)C(CCO)C2)cc1 (stereo not given)
 : 1.9% | -0.4

Screening data: PubChem BioAssay, National Center for Advancing Translational Sciences (NCATS)
